Screens from PubChem.
Pol III holo inh = DNA polymerase III holoenzyme inhibition. reconstituted DNA polymerase III holoenzyme replication, biochemical. Potency, µM (highest dose often 57.1 µM), for inactives: top-dose activity change, negative = inhibition. 71,000 compounds, 0.25% hits. AID 603; also: potency is read from the fitted curve at half-maximal effect; % is scaled to controls: 0 for no effect and ±100 for the full control effect
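Reconstituted *E. coli* holoenzyme (0.35 nM Pol III, 1 nM beta, 154 nM SSB, 2 nM primase) was preincubated with compound for 15 min at RT. Synthesis on 1.4 nM ssM13Gori ran 35 min, then was stopped with PicoGreen/EDTA and read as dsDNA fluorescence.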
HBB splicing = hemoglobin beta splicing modulation | HBB splicing reporter cell assay, activation; EGFP reporter with mutant IVS2-654 intron; response scale: normalised to 500 nM splice-correcting PNA | 65,000 compounds, 0.06% hits | Potency, µM (doses to about 46.1 µM), inactives show at the top dose activation, hits mostly activators | AID 925; also: potency is read from the fitted curve at half-maximal effect; 0% is about no effect
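HeLa cells stably expressing EGFP interrupted by mutant beta-globin intron 2 (IVS2-654), 500/well in 2% FCS. Treated with compound for 2 days at 37C. Splicing correction scored as total well GFP intensity (488 nm excitation, 500-520 nm emission); 500 nM antisense PNA served as control.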
ERK AVP inh = inhibitors of vasopressin-stimulated ERK signaling pathway. AID 995. Potency, µM (doses to about 57.5 µM), inactives show top-dose activity, negative = inhibition, hits mostly inhibitors. HEK293-V1b, vasopressin-stimulated pERK AlphaScreen. 72,000 compounds, 0.99% hits; also: potency is read from the fitted curve at half-maximal effect; % is scaled to controls: 0 for no effect and ±100 for the full control effect; nearly all actives have a fitted effect of over 55% in size
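V1b-HEK293 cells; cpd 30 min 37C; 25 nM vasopressin 5 min; lyse 10 min; AlphaScreen beads 5 hr RT. Normalized to DMSO basal and 25 nM vasopressin; AC50 by Hill fit.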
FLuc inh = firefly luciferase inhibition. purified firefly luciferase, luminescence, 8 min. Potency, µM (titrated, usually from 57.1 µM), for the others: at the highest dose activity change, negative = inhibition, most hits filed as inhibitors. AID 411. 72,000 compounds, 2.2% hits; also: potency is read from the fitted curve at half-maximal effect; % is scaled to controls: 0 for no effect and ±100 for the full control effect; nearly all actives have a fitted effect of over 40% in size
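Substrate buffer containing 10 uM ATP (pH 7.2 imidazole, Mg2+, KCl, detergent, BSA) is dispensed, compound pinned in, then luciferase/luciferin detector mix added. After 8 min at ambient temperature, light output is measured.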
CRE-bla Fsk = modulators of forskolin-stimulated CRE signaling in CHO cells | CHO CRE-bla reporter (cAMP response element driving beta-lactamase), forskolin EC10, beta-lactamase ratio | Potency, µM (titrated, usually from 38.2 µM), for inactives: top-dose activity change, negative = inhibition, usual class: activators | 71,000 compounds, 2.5% hits | AID 662; active = well fitted activation curve with a large enough effect in the signal ratio, with a control signal flat, not every such curve was filed as active; inconclusive = small, poorly fitted or top-dose-only effect, or effect the other way, or a change in a side signal; the % refers to the signal ratio; also: potency is read from the fitted curve at half-maximal effect; % of control where 0% means no effect
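Modulation of forskolin-driven signalling is measured in CHO cells carrying a CRE-controlled beta-lactamase reporter. Cells are stimulated with EC10 NKH 477 in the presence of titrated compound for 3 h at 37 °C, then loaded with CCF4 for 2 h at room temperature.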
Tau filament bind = binders of human tau filaments. recombinant tau filaments, thioflavin S fluorescence, 15 h; filaments grown with octadecylsulfate alongside compound. 71,000 compounds, 2% hits. Potency, µM (top dose mostly 57.1 µM), for inactives: top-dose activity change, negative = inhibition. P10636;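 also: potency is read from the fitted curve at half-maximal effect; % is scaled to controls: 0 for no effect and ±100 for the full control effect; actives lower thioflavin S fluorescence by blocking filaments or displacing dye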
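Recombinant tau protein (human, 1 uM final) plus 30 uM ODS in HEPES pH 7.4 with NaCl, DTT and thioflavine S. Compound present from the start; fluorescence at 510 nm after 15 h, 37 C.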
ALOX15 inhib = 15-hLO (ALOX15) enzyme inhibition. P16050. purified 15hLO-1, xylenol orange hydroperoxide absorbance. Potency, µM (series often up to 57.1 µM), inactives show top-dose activity change, negative = inhibition, most hits filed as inhibitors. 74,000 compounds, 1.4% hits. AID 887; also: potency is read from the fitted curve at half-maximal effect; % is scaled to controls: 0 for no effect and ±100 for the full control effect; nearly all actives have a fitted effect of over 55% in size
Target sequence (P16050 whole entry, looked up): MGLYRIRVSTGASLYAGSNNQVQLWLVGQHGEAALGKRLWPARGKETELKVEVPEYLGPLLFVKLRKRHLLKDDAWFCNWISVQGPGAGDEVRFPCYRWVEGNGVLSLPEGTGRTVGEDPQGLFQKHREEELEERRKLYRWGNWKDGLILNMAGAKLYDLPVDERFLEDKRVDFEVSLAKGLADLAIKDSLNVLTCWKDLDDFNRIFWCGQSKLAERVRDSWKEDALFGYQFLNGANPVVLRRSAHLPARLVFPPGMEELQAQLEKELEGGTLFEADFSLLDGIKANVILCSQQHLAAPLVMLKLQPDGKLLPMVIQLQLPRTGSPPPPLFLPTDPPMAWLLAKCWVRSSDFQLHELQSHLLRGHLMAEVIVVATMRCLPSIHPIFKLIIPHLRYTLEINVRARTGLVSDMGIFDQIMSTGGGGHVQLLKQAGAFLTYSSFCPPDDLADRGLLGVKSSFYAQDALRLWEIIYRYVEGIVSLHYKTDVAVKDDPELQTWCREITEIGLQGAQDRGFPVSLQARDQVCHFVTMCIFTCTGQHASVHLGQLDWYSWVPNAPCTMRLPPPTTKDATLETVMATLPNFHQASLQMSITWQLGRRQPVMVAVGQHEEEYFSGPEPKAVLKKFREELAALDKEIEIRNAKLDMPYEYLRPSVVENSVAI
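Compounds were preincubated 15 min at room temperature with 40 nM purified human enzyme (25 mM Hepes pH 7.5, 0.01% Triton X-100); 50 uM arachidonic acid reacted 6 min. Fe-xylenol orange detection, 30 min, absorbance ratio 573/405 nm.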
TexasRed autofl = compound fluoresces in the Texas Red spectral region; Compound fluorescence, Texas Red channel, 547/618 nm; active compounds read high; max dye-equivalent concentration, M; 59,000 compounds, 0.06% hits; AID 587; in the data active = max dye-equivalent concentration above about 10 nM; inconclusive = between about 1.1 nM and that limit
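Dye-equivalent concentrations come from scaling compound signal (ex 547, em 618 nm) to six Texas Red standard concentrations run on every plate, after 15 min room-temperature incubation in pH 8.0 Tris (100 mM).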
Rhodamine autofl = compound autofluorescence in rhodamine spectral region. max dye-equivalent concentration, M. 59,000 compounds, 0.05% hits. AID 594. Rhodamine-region fluorescence, 547/598 nm, Tris buffer; active compounds read high; in the data active = max dye-equivalent concentration above about 11 nM; inconclusive = between about 1.1 nM and that limit
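qHTS spectral profiling of compounds without any target or enzyme present, in pH 8.0 Tris buffer; plates were read after a 15-minute room-temperature incubation using the rhodamine-region filter set.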
HADH2 inhib = HADH2 (human) dehydrogenase inhibition; Potency, µM (titrated, usually from 57.1 µM), without a hit: at the top dose activity change, negative = inhibition, hits mostly inhibitors; Q99714; 73,000 compounds, 3.4% hits; recombinant HADH2, NADH fluorescence, beta-hydroxybutyryl-CoA; also: potency is read from the fitted curve at half-maximal effect; % is scaled to controls: 0 for no effect and ±100 for the full control effect; nearly all actives have a fitted effect of over 60% in size; many of its hits are not listed in these tables
Target sequence (Q99714 whole entry, looked up, one chain of several): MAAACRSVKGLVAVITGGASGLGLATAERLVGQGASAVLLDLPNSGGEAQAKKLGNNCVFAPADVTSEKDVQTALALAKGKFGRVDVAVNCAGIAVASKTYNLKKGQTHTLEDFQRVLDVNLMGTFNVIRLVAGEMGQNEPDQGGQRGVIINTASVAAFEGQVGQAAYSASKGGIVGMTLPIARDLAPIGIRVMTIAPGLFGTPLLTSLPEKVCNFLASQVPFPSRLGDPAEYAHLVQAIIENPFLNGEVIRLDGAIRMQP
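NADH fluorescence (ex 360/em 450 nm) read every 30 s for 4 min; activity taken as last-minus-first time point difference. Enzyme 20 nM, NAD+ 1 mM, beta-hydroxybutyryl-CoA 90 uM, pH 9.0 Tris buffer.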
Hsp90 Hop PPI = changes Hsp90-Hop TPR2A binding signal, up or down | Potency, µM (doses to about 57 µM), without a hit: at the highest dose activity change, negative = inhibition | AlphaScreen TPR2A-His6 binding biotin-Hsp90 C-terminal peptide | 71,000 compounds, 0.44% hits; active = well fitted curve in either direction with a large enough effect; inconclusive = small, poorly fitted or top-dose-only effect, or another doubt; also: potency is read from the fitted curve at half-maximal effect; % is scaled to controls: 0 for no effect and ±100 for the full control effect; many of its hits are not listed in these tables
The depositor's hits bear a star; i = inactive; ? = inconclusive; nt = not tested or not shown; & = joins results of further samples; [ ] = another dose, or the depositor's remark. Unless noted, calls follow the shape of the dose curve; as a rule, active = well fitted curve in the direction sought with a large enough effect; inconclusive = small, poorly fitted or top-dose-only effect, or another doubt; inactive = no such curve, though single readings can be large; an effect the other way counts as inactive or inconclusive.

SMILES	Pol III holo inh	HBB splicing	ERK AVP inh	FLuc inh	CRE-bla Fsk	Tau filament bind	ALOX15 inhib	TexasRed autofl	Rhodamine autofl	HADH2 inhib	Hsp90 Hop PPI
Cc1ccc(C)c(NC(=O)CSc2nnc(-c3ccco3)o2)c1	-2%	0.0%[1.84 µM]	18%	0%	1%	-8%	7%	i	i	-11%	-3%
COc1ccc(CN2C(=O)c3cccnc3C2Nc2ccc(OC)c(Cl)c2)cc1 (stereo not given)	-6%	0.9%	?	3%	?	-1%	?	i	i	?	-11%
COC(=O)C1=C(C)N(C)C(=O)NC1c1ccc(C)cc1 (stereo not given)	-3%	-4.0%	-9%	-8%	-4%	1%	-3%	nt	nt	2%	0%
N#Cc1cccc(-c2nc(Nc3ccccc3)c3ccccc3n2)c1	-4%	-0.8%	-24%	0%[2.29 µM]	?	18%	-14%	i	i	-4%	3%
COc1ccccc1CN1CCCC2(CCN(S(=O)(=O)c3ccccc3)CC2)C1	-7%	-1.0%	1%	-1%[11.4 µM]	-1%	-2%	2%	i	i	16%	-7%
COCCNC(=O)C1c2ccccc2C(=O)N(CCOC)C1c1ccc(F)cc1 (stereo not given)	-8%	-3.5%	17%	1%	-12%	6%	-1%	i	i	7%	-3%
COc1ccc(CNC(=O)Cc2nn(C)c(=O)c3ccccc23)cc1	2%	-0.6%	-25%	-4%	-11%	5%	-2%	i	i	?	2%
COc1cc(OC)cc(C(=O)N2c3ccc(F)cc3CCC2C)c1 (stereo not given)	-4%	nt	3%	-1%	8%	-10%	3%	i	i	2%	5%
O=c1cc(CSc2ccccn2)nc(N2CCN(c3ccccc3)CC2)[nH]1	-3%	-3.6%[57.5 µM]	4%	1%	-1%	-3%	-11%	i	i	8%	-1%
Cc1oc(-c2ccc(Cl)cc2)nc1CN1CCC(C(=O)NCc2ccco2)CC1	-1%	2.0%[1.84 µM]	0%	-1%	27%	1%	-11%	i	i	9%	-4%
CCC(=O)Nc1ccc(C(=O)Nc2ccc3c(c2)OCO3)cc1	-9%	-0.2%	14%	-6%	-5%	8%	-3%	i	i	6%	-12%
COC(=O)[C@H](Cc1ccccc1)NC(=O)N1CCN(Cc2ccccc2)CC1	1%	1.3%[1.84 µM]	9%	-1%	13%	11%	-3%	i	i	4%	-1%
O=C(CCSc1nnc2scc(-c3ccccc3)n12)NCc1ccc2c(c1)OCO2	6%	3.3%	-15%	2%	?	5%	-13%	i	i	-8%	-9%
COc1cc(CNC(=O)CCCCCCC(C)C)ccc1O	2%&-13%	-0.4%	5%&1%	2%[11.4 µM]	9%&1%	23%&0%	2%[25.6 µM]	i	i	11%&-13%	0%&-4%
NC(=O)C1(N2CCCCC2)CCN(C(=O)CSc2nc3ccccc3o2)CC1	-2%	0.6%	7%	0%	-5%	-2%	-1%	i	i	4%	0%
Cc1ccccc1OCC(O)Cn1c(=N)n(CCN2CCOCC2)c2ccccc21 (stereo not given)	2%	nt	-11%	6%	-1%	21%	8%	i	i	3%	3%
O=C=Nc1ccc(Cl)c(Cl)c1	-6%	0.1%	?	nt	?	183%	-21%	nt	nt	-3%	6%
O=C(COc1ccccc1Cl)Nc1ccc(Cl)cn1	-3%	-0.3%	32%	16µM*	1%	3%	-18%	nt	nt	10%	?
CC1(C)CC(=O)c2c(Cc3ccccc3)n[nH]c2C1	-2%	0.1%[9.22 µM]	-21%	-1%	7%	9%	5%	nt	nt	6%	-3%
CCOC(=O)N1CCC(Nc2nc3ccccc3n3nnnc23)CC1	-7%	2.6%[0.369 µM]	?	-2%	?	-16%	-18%	i	i	?	-9%
COC(=O)C1C(=O)C2=C(CC1C)NC(C)=C(C(=O)OC1CCCCC1)C2c1ccc(N(C)C)cc1 (stereo not given)	1%	-0.7%	-19%	2%	5%	25µM*	16µM*	i	i	-7%	?
Cc1ccc(C)c(N2CCN(S(=O)(=O)c3c(C)noc3/C=C/N(C)C)CC2)c1	8%	2.2%	14%	1%	-6%	59%	-6%	i	i	5%	-16%
O=C1O[C@H](CN2CCOCC2)CN1/N=C\c1ccc([N+](=O)[O-])o1	12%[25.6 µM]	-0.3%[20.6 µM]	7%[25.7 µM]	1%[25.5 µM]	4%[17.1 µM]	-8%[25.6 µM]	5%[25.6 µM]	i	i	-1%[25.6 µM]	0%[26 µM]
COc1cc2[nH]c(=S)n(C3CCCC3)c(=O)c2cc1OC	-2%	-3.0%[57.5 µM]	?	-8%	?	40%	16µM*	i	i	-12%	-1%
NC(N)=N[C@H](CC(=O)O)c1ccccc1	6%[11.4 µM]	0.7%[9.22 µM]	8%[11.5 µM]	1%[11.4 µM]	4%[7.6 µM]	4%[11.4 µM]	10%[11.4 µM]	i	i	6%[11.4 µM]	0%[11 µM]
Cc1cc(C(=O)CSc2n[nH]c(N)n2)c(C)n1-c1cccc(F)c1	-5%	1.1%	-5%	-10%	?	-12%	-11%	?	i	-1%	-3%
Cc1cc(C)nc(/N=C2\NC(=O)CC(C(=O)O)N2c2ccc(Cl)cc2)n1 (stereo not given)	2%	0.2%	2%	2%	-4%	1%	5%	nt	nt	-9%	-6%
NC(=O)C[C@H](NC(=O)Cc1ccc(O)cc1O)C(=O)O	-8%	nt	6%	2%	-13%	?	0%[25.6 µM]	nt	nt	1%	0%
CCCCNC(=O)C(c1ccc(OCC(=O)OC)c(C(=O)OC)c1)N(CCOC)C(=O)CCCCCN1C(=O)NC(c2ccc(-c3ccccc3)cc2)C(C(=O)OCc2ccccc2)=C1C (stereo not given)	-2%	-0.7%	-6%	nt	9%	55%	-19%	nt	nt	-10%	-7%
COC(=O)/C=c1/sc2n(c1=O)CCN=2	-2%	0.7%[57.5 µM]	2%	1%	11%	-3%	-3%	i	i	?	0%
Cc1ccccc1-n1c(=O)cc(NCc2ccc3c(c2)OCO3)[nH]c1=O	4%	-3.6%	10%	2%	?	6%	6%	i	i	-3%	-6%
CC(=O)c1c(C)nn(C(=O)N2CCOCC2)c1C	1%	0.4%	-8%	1%	0%	18%	11%	nt	nt	-3%	-2%
O=S(=O)(c1ccccc1)c1nc(-c2cccs2)oc1NCCCn1ccnc1	-1%	-1.2%	?	0%	9%	0%	26%	?	i	?	?
CC(C)Oc1nc(-c2ccccc2O)nc2ccccc12	-4%	8.5%[0.369 µM]	2%	-3%	?	-14%	3%	?	i	-3%	-1%
Clc1ccc(C2CC(c3cccs3)n3ncnc3N2)cc1Cl (stereo not given)	2%	-1.3%	?	-1%	-26%	19%	15%	nt	nt	-3%	-1%[2.3 µM]
CSc1cccc(NC(=O)C2CCCN(S(=O)(=O)c3cnc[nH]3)C2)c1 (stereo not given)	3%	0.4%	-16%	-3%	-3%	0%	8%	nt	nt	-16%	-1%
N#Cc1cccc(-c2nc3cnc(N4CCOCC4)nc3n(C[C@H]3CCCO3)c2=O)c1	-4%	1.2%	-27%	0%[11.4 µM]	?	21%	-11%	i	i	29%	-4%
CC1=C2[C@@H]([C@H](C)CC[C@H]2/C=C(\C)C(=O)O)[C@H](O)C1	6%	0.2%	17%	nt	7%	-3%	3%	nt	nt	-11%	0%
Cn1cccc1C(=O)N1CCC2(CC1)CCN(c1ccncc1)CC2	-6%	0.9%	-17%	1%[11.4 µM]	14%	16%	10%	i	i	-1%	-4%
COc1ccc(NC(=O)CN2CCC3(O)CCCCC3C2c2cc(OC)ccc2OC)cc1 (stereo not given)	0%	-5.2%[57.5 µM]	1%	4%	-6%	-21%	1%	i	i	15%	-2%
c1ccc(OCCOc2ncnc3ccccc23)cc1	2%	-5.0%	8%	-5%	7%	-9%	4%	i	i	1%	4%
Cc1ccccc1CS(=O)(=O)CCC(=O)NCCN1CCN(c2cccc(Cl)c2)CC1	-4%	4.3%[0.369 µM]	-8%	1%	-15%	0%	-11%	i	i	10%	-9%
CCOc1ccc(C(c2nnnn2Cc2ccccc2)N2CCN(C(=O)c3ccco3)CC2)cc1 (stereo not given)	-5%	-0.1%[57.5 µM]	-17%	0%	-5%	16%	-5%	i	i	5%	-3%
CC1COC2C(O1)N(S(C)(=O)=O)CCN2S(C)(=O)=O (stereo not given)	-5%	1.7%	7%	1%	-2%	1%	5%	nt	nt	14%	-4%

An excerpt; the hit share may differ from the screen's.
